PKM2 act: increases activity of human pyruvate kinase M2; P14618; purified PKM2, Kinase-Glo ATP luminescence, activation; response scale: 0% is enzyme alone, no compound; Potency, µM (series often up to 57.5 µM), for the others: at the highest dose activation, usual class: activators; hit rate 0.34% among 260,000; AID 1631; further: potency means the concentration at half of the fitted maximal effect; on the % scale 0 is the no-effect control and ±100 the full control effect; nearly all actives have a fitted effect of over 55% in size
Target sequence (P14618 whole entry, looked up): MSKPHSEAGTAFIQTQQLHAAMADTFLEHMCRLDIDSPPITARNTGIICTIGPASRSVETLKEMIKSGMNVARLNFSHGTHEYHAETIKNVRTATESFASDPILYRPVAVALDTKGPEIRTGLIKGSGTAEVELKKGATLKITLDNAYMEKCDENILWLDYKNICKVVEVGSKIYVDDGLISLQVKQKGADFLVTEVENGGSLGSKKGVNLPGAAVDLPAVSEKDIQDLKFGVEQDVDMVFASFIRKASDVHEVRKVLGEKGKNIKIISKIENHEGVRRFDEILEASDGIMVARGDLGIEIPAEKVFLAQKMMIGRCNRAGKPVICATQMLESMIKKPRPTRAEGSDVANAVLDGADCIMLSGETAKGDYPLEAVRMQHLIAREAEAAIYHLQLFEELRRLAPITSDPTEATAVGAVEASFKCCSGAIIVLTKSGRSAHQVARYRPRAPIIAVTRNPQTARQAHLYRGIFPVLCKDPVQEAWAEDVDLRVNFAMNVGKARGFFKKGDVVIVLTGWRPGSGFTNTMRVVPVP
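hPK-M2, >95% pure; 0.1 mM ADP / 0.5 mM PEP final; imidazole pH7.2 buffer w/ 7 mM MgCl2, 50 mM KCl; 1 h RT; Kinase-Glo lum. Intermediate enzyme activity for dual inhibitor/activator qHTS.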
GALK inhibitor: blocks human galactokinase activity; hit rate 0.007% among 270,000; Purified GALK, Kinase-Glo residual ATP luminescence; Potency, µM (doses to about 57.5 µM), without a hit: top-dose activity change, negative = inhibition, hits mostly inhibitors; P51570; further: potency means the concentration at half of the fitted maximal effect; on the % scale 0 is the no-effect control and ±100 the full control effect
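5 nM enzyme, 35 uM ATP, 100 uM galactose, 20 mM HEPES pH8.0, 5 mM MgCl2; 1 h RT; residual ATP by Kinase-Glo Plus luminescence, qHTS format.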
Menin-MLL TR inh: displaces Texas Red mutant MLL peptide from human menin. Potency, µM (titrated, usually from 61.6 µM), without a hit: at the highest dose FP activity change, negative = inhibition, hits mostly inhibitors. hit rate 0.23% among 270,000. Menin + Texas Red MLL mutant peptide, fluorescence polarization. O00255; active means well fitted inhibition curve with a large enough effect in the polarisation, with a control signal flat, not every such curve was filed as active; inconclusive means small, poorly fitted or top-dose-only effect, or effect the other way, or a change in a side signal; inactive means no such curve, though single readings can be large or run the other way; the % refers to the polarisation; further: potency means the concentration at half of the fitted maximal effect; % of control where 0% means no effect; many of its hits are not listed in these tables
Tb PFK block: inhibitors of T. brucei phosphofructokinase; O15648; T. brucei PFK, ADP-Glo luminescence; Potency, µM (titrated, usually from 57.5 µM), for inactives: at the top dose activity, negative = inhibition, most hits filed as inhibitors; hit rate 0.17% among 330,000;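 further: potency means the concentration at half of the fitted maximal effect; 0% = uninhibited 1x PFK enzyme wells and -100% = no-enzyme wells; nearly all actives have a fitted effect of over 60% in size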
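Luminescent ADP detection (ADP-Glo, two-step: ATP depletion then ADP-to-ATP conversion for luciferase) reported PFK activity after 45 min room-temperature reaction of 1.25 nM enzyme with 0.5 mM F6P and 0.1 mM ATP at pH 8.0.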
Coupling enz: inhibits coupling enzyme system, counter-screen for aldolase hits. coupling enzyme system counterscreen, AmpLite Red fluorescence. activity change, negative = inhibition, % at 58.2 µM, hits read low. hit rate 0.67% among 290,000. AID 2472; in the data active means activity change below about -30%; further: on the % scale 0 is the no-effect control and ±100 the full control effect
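Compounds tested against the coupling enzymes alone at 57.5 uM final; readout was AmpLite Red fluorescence (525/598 nm) after 20 min at RT.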
TSG101-PTAP inh: blocks PTAP/TSG101 interaction to inhibit HIV-1 budding. Q99816. Fluorescence polarization, FITC-PTAP peptide / Tsg101 binding. Potency, µM (doses to about 115 µM), for inactives: at the highest dose activity change, negative = inhibition, most hits filed as inhibitors. 340,000 tested, under 10 active. AID 493005; active means well fitted inhibition curve with a large enough effect in the main read-out, with a control signal flat, not every such curve was filed as active; inconclusive means small, poorly fitted or top-dose-only effect, or effect the other way, or a change in a side signal; inactive means no such curve, though single readings can be large or run the other way; further: potency means the concentration at half of the fitted maximal effect; % of control where 0% means no effect
Target sequence (Q99816 whole entry, looked up): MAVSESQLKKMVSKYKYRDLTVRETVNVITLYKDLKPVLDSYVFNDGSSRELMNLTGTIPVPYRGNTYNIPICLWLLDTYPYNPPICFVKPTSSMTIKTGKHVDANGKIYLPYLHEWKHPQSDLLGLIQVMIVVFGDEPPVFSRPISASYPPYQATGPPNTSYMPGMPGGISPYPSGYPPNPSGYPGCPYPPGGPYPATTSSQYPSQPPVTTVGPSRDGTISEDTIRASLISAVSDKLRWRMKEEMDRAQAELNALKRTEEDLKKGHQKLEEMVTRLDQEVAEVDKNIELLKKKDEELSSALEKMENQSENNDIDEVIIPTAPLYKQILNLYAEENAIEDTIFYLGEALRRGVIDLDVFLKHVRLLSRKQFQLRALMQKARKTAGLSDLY
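Compounds were pin-transferred onto Tsg101 binding domain (10 uM final) in HEPES pH 7.5 buffer, then FITC-PTAP peptide was added at 50 nM final. After 20 min at RT, polarization reported peptide displacement across a qHTS concentration series.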
B2AR arrestin: agonists driving beta-arrestin recruitment to human beta2-adrenergic receptor; beta-arrestin recruitment to beta2AR, cell-based reporter; Potency, µM (top dose mostly 46.1 µM), without a hit: top-dose activation, most hits filed as activators; P07550; AID 492947; hit rate 0.02% among 330,000;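 further: potency means the concentration at half of the fitted maximal effect; 0% = DMSO controls and full agonism = EC100 isoproterenol or metaproterenol; nearly all actives have a fitted effect of over 65% in size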
Giardia killer: kills Giardia lamblia; Giardia lamblia trophozoite viability; activity change, % at 7.66 µM, hits read low; hit rate 0.15% among 340,000; in the data active means activity change below about -80%; inconclusive means between about -30% and that limit;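 further: parasites exposed to compound for two days anaerobically before the ATP read; on the % scale 0 is the no-effect control and ±100 the full control effect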
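Trophozoite viability was measured as ATP-dependent luminescence, read 15-30 min after reagent addition. Before that, parasites at 100 cells/well were exposed to compounds for 48 h, anaerobically, at 37 deg C.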
ASM inhibitor: human S-ASM enzyme inhibition; P17405; hit rate 0.006% among 340,000; Potency, µM (top dose mostly 57.5 µM), inactives show at the highest dose activity change, negative = inhibition, actives largely listed as inhibitors; placental ASM, HMU-PC fluorogenic substrate, 60 min; AID 504937; further: potency means the concentration at half of the fitted maximal effect
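Human placenta-derived ASM enzyme was preincubated with compound for 10 minutes at room temperature, then given fluorogenic substrate HMU-PC0 (9 uM final) for 60 minutes at 37 °C; a pH 10 stop preceded fluorescence reading at Ex 386/Em 447 nm.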
Integrin act MD: activates integrin-mediated alleviation for muscular dystrophy; alpha7betagal myoblasts, beta-gal FDG fluorescence, 48 h; hit rate 0.064% among 350,000; Potency, µM (top dose mostly 38.3 µM), inactives show at the top dose activation, most hits filed as activators; AID 624291;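 further: potency means the concentration at half of the fitted maximal effect; 100% = response of the positive control SU9516; nearly all actives have a fitted effect of over 60% in size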
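Alpha7betagal+/- myoblasts (passage 13) were plated 16-24 hr, then exposed to compounds (1:260 dilution of DMSO stock) for 48 hours at 37C. After MPER lysis, β-galactosidase reporter activity was read as FDG fluorescence (ex 480/em 540) after 30 minutes.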
Chronic BCR inh: inhibitors of chronic active B-cell receptor signaling | ABC-DLBCL IkBa-CBG/CBR reporter, luminescence ratio, 4 h | Potency, µM (highest dose often 46.1 µM), inactives show at the top dose ratio change, negative = lower green/red ratio, usual class: inhibitors | hit rate 0.05% among 340,000; active means well fitted inhibition curve with a large enough effect in the signal ratio, with a control signal flat, not every such curve was filed as active; inconclusive means small, poorly fitted or top-dose-only effect, or effect the other way, or a change in a side signal; the % refers to the signal ratio;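 further: potency means the concentration at half of the fitted maximal effect; plate controls were basal doxycycline-induced cells for no effect and cells given 10 µM MG132 for full effect; MG132 reads +100%, hits lower the ratio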
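TMD8 ABC-DLBCL cells carrying doxycycline-inducible green luciferase fused to IkappaBalpha plus unfused red luciferase were exposed to compounds (up to 46 uM) for 4 hrs at 37C. Activity came from the overlap-corrected green/red luminescence ratio.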
* hit, by the source's call; i = inactive; ? = inconclusive; . = no result given; & = joins results of further samples; [ ] = another dose, or the depositor's remark. Unless noted, the call rests on the fitted dose curve; in most records, active means well fitted curve in the direction sought with a large enough effect; inconclusive means small, poorly fitted or top-dose-only effect, or another doubt; inactive means no such curve, though single readings can be large; an effect the other way counts as inactive or inconclusive. This is a subset. The share of hits here may be higher or lower than overall.

SMILES | PKM2 act | GALK inhibitor | Menin-MLL TR inh | Tb PFK block | Coupling enz | TSG101-PTAP inh | B2AR arrestin | Giardia killer | ASM inhibitor | Integrin act MD | Chronic BCR inh
CCOc1cc(C2C(C#N)=C(N)OC(C)=C2C(C)=O)c(Br)c(Br)c1OC(C)C (stereo unspecified) | 16% | -3% | 17% | -1% | -15 | -9% | 0.6% | -2 | -3% | 10% | ?
CCCCOC(=O)c1sc2nc(C)cc(C)c2c1N | 4% | 6% | . | 0% | -12 | 0% | 1.0% | 19 | i | 16% | ?
CCCN1CCN(C(=O)C2CCN(S(=O)(=O)c3ccc4c(c3)NC(=O)C(C)S4)CC2)CC1 (stereo unspecified) | . | 3% | . | 0% | . | 3% | 0.4% | 8 | -3% | -49%[inhibitor] | -5%
O=c1c2ccccc2[nH]c(=S)n1Cc1ccccc1Cl | . | . | ? | -1% | -1 | -11% | 0.4% | 6 | 0% | -16% | -2%
Cc1cc(Oc2ccccc2)nc(NCc2ccccc2)n1 | 1% | -1% | -26% | -5% | 3 | -1% | -0.7% | 1 | -2% | -17% | 10%
O=C(Nc1ccc2nn(-c3ccccc3)nc2c1)c1cccs1 | -13% | -2% | 15% | ? | 0 | 1% | -0.7% | 9 | 68% | 11% | 8%
COc1ccc(S(=O)(=O)NCc2ccccn2)cc1NC(=O)c1ccccc1 | 4% | 0% | 2% | 5% | 1 | -4% | 0.0% | 1 | 2% | -16% | ?
CNC(=O)CC(C(=O)O)c1ccc(OC(C)C)cc1 (stereo unspecified) | -2% | 4% | 0% | -5% | 0 | -1% | -0.6% | 5 | 0% | 1% | 3%
COc1cc(C(=O)n2nc(C)cc2C)ccc1O | -3% | 1% | 1% | 0% | 3 | -5% | -0.4% | -4 | 2% | -8% | 0%
C/C(N)=C(/C#N)C(=O)COC(=O)c1cccc2ccccc12 | -16% | -3% | 17% | -10% | -1 | -3% | 0.9% | 7 | -4% | 16% | 6%
O=S1(=O)CCN2C(c3cccc4ccccc34)=CSC2=N1 | 6% | 0% | 3% | 1% | -5 | -1% | 0.4% | -3 | -2% | -16% | 0%
COc1ccccc1NC(=O)c1ccc2c(O)c(S(=O)(=O)c3ccccc3)c(=O)[nH]c2c1 | 4%[0.46 µM] | -5% | 2% | 0% | 18 | -5% | 4.9% | 3 | 4% | -5% | 2%
CC(CCc1ccccc1)NC(=O)C(Cc1ccccc1)NS(=O)(=O)c1cccs1 (stereo unspecified) | 0% | -2% | . | 1% | 0 | 2% | 0.1% | -6 | 1% | 10% | -15%
O=C(Nc1ccc(F)cc1)Oc1ccccc1N1CCOCC1 | 1% | -4% | . | 4% | -2 | -2% | -1.6% | 4 | 0% | 16% | -4%
CCC(C)(C)NC(=O)C(c1ccc(C)cc1)N(CC1CCCO1)C(=O)c1csnn1 (stereo unspecified) | 0% | -2% | -17% | 0% | 0 | -2% | 0.1% | -10 | 4% | 16% | 3%
COC(=O)CS(=O)(=O)c1ccc2c(c1)CC(=O)N2 | 9% | 0% | 13% | 0% | -9 | -1% | 0.0% | ? | 2% | 3% | 5%
COc1cccc(NC(=O)CN(C)C(=O)Cc2n[nH]c(=O)c3ccccc23)c1 | . | . | . | 26% | . | -8% | 0.0% | -13 | -1% | 28% | -5%
O=C(Nc1ccn(Cc2ccc(Cl)cc2)n1)c1ccc2c(c1)OCO2 | -3% | 0% | 25% | . | -1 | -10% | . | 11 | -4% | 1% | .
COc1ccc(S(=O)(=O)N(CC(=O)Nc2ccc(S(=O)(=O)N3CCOCC3)cc2)Cc2ccc(F)cc2)cc1 | -1% | 3% | 4% | 4% | -1 | 1% | -0.3% | -17 | 0% | 7% | -12%
CC1CCc2c(sc(N)c2C(N)=O)C1 (stereo unspecified) | -1% | 0% | -13% | -17% | -9 | -5% | -0.7% | 10 | 156%[activator] | 4% | -10%
COC(=O)[C@@H](N)CS | -1% | 0% | -1%&1% | -1% | -4 | -3% | -0.1% | -3 | 3% | . | -4%
O=C(NCc1nnc(SCC(=O)N2CCc3ccccc32)o1)c1ccco1 | 6% | 0% | -3% | -4% | -1 | -2% | 0.0% | -5 | 2% | 39% | 1%
O=C(Nc1sc2c(c1C(=O)O)CCCCC2)c1cccnc1 | -3% | 0% | 40%[activator] | 0% | -3 | -5% | -1.1% | -10 | 0% | ? | ?
CC1=CC(=C2C(=O)c3ccccc3C2=O)C=C(C)O1 | 0% | 3% | -14% | 2% | 0 | -5% | 0.0% | 6 | 1% | ? | 0%
O=C(NN1S(=O)(=O)c2ccccc2S1(=O)=O)c1ccc(Br)cc1 | 2% | 11% | 9% | 2% | 3 | -3% | 0.1% | 8 | 1% | 19% | 4%
Cc1nc2sc(C(c3cccc(F)c3)N3CCC(O)CC3)c(O)n2n1 (stereo unspecified) | -3% | -1% | -1% | 1% | 2 | -5% | -0.1% | 2 | -2% | -11% | ?
Cc1cccc(NC(=O)CSc2nnc([C@@H](N)Cc3ccccc3)o2)c1C | -2% | 0% | -2% | 3% | 1 | -8% | -0.3% | 14 | 2% | -15% | 5%
C/C(=N\Nc1ccc(F)cc1F)c1ccc(Br)s1 | 1% | 3% | ? | -5% | -1 | -3% | 0.0% | 11 | -12% | -14% | ?
CCCCn1c(N)c(N(CCOC)C(=O)CSCc2cccc(C)c2)c(=O)[nH]c1=O | . | . | . | 3% | . | -2% | -0.2% | 4 | . | 19% | 2%
CCOc1ccccc1NC(=O)Cn1cnc2c(cnn2-c2ccc(C)c(C)c2)c1=O | -8% | 0% | 2% | 1% | 0 | -1% | -0.1% | -9 | -4% | -10% | -1%
COc1cccc2c1OCC(CN1CCN(C3CCCCC3)C(CCO)C1)=C2 (stereo unspecified) | 0% | 0% | -13% | 1% | 2 | -5% | 0.1% | 2 | 4% | -16% | 2%
CCOC(=O)/C=c1\s/c(=C\c2ccccc2OC)c(=O)n1CC(=O)N1CCOCC1 | 2% | 0% | 6% | 0% | -2 | 0% | 0.0% | 6 | 69%[activator] | -27% | 0%
CN1CCCc2cc(C=O)ccc21 | -20% | -4% | ? | -1% | -4 | -7% | 0.0% | -16 | 15% | 5% | -8%
Cc1ccc(C(=O)NCCN(C)C)cc1C | -2% | -2% | 0% | 0% | -3 | -4% | -0.8% | 8 | 1% | 11% | 18%
CCc1ccc(Oc2coc3cc(O)ccc3c2=O)cc1 | . | 3% | -1% | -6% | 11 | -6% | 0.0% | 6 | 56%[activator] | 0% | -10%
CCOc1ccc(Cl)cc1CNc1nnnn1C | 5% | -1% | 10% | 0% | 1 | -2% | 0.0% | -25 | -1% | -18% | -2%
Cn1cccc1C(=O)OCC(=O)c1c[nH]c2ccccc12 | . | . | . | 4% | . | -2% | -0.2% | -2 | 3% | -16% | ?
Cc1nn(Cc2ccccc2)c(Cl)c1C(=O)NC(C)(C)C | -10% | 2% | -3% | 0% | 2 | 0% | -1.4% | 26 | 3% | 15% | -1%
O=C(NCCN=C1NS(=O)(=O)c2ccccc21)c1ccc(S(=O)(=O)N2CCOCC2)cc1 | -19% | 1% | 16% | -1% | 1 | 0% | -0.1% | -14 | -1% | 27% | -13%
COc1ccc(CNC(=O)CSc2nc3ccc(C)cc3[nH]2)cc1 | . | 0% | 16% | 1% | -2 | -2% | -0.3% | 4 | 0% | ? | -1%
CC(C)(C)c1ccc(C(CC(=O)O)NS(=O)(=O)Cc2ccccc2)cc1 (stereo unspecified) | . | 1% | ? | -4% | 0 | -4% | -0.3% | 38[activator] | 1% | -6% | 3%
Cc1cccc(-n2c(CCN3C(=O)c4ccccc4C3=O)nc3ccccc3c2=O)n1 | -7% | 3% | 6% | -3% | 2 | 1% | 0.0% | -7 | 0% | 3% | 0%
COc1ccc(C)cc1Nc1nc(-c2c(C)[nH]c3ccccc23)cs1 | 1% | -2% | ? | 4% | 1 | -8% | -0.2% | -19 | 33%[activator] | ? | -10%
CCN1CCN(C(=O)CN(C)S(=O)(=O)c2ccc(OC)cc2)CC1 | -19% | -1% | 3% | 17% | 1 | -8% | -0.5% | 21 | 2% | 16% | -3%
CCc1ccc(NC(=O)Cn2nnc(-c3ccc(C)cc3-n3cnnn3)n2)cc1 | 0% | 6% | . | 1% | 4 | 1% | -0.7% | 1 | -2% | -6% | -2%

High-throughput results deposited in PubChem by National Center for Advancing Translational Sciences (NCATS).
